HDAC3 inhib = blocks human histone deacetylase 3 | O15379 | recombinant HDAC3, fluorogenic peptide/trypsin coupled, fluorescence | inhibition, % at 8.3 µM | 320,000 tested, 0.15% active | AID 2718; in the data active means inhibition above about 26%, passing the limit was not always enough; inconclusive means no clear call, values can overlap the other calls
KCNK3 block = human KCNK3 channel inhibition, primary screen; B-score at 10 µM; AID 602410; O14649; CHO-KCNK3 thallium flux, FluxOR fluorescence; active compounds read low; 340,000 tested, 0.84% active;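 active means B-score under library mean minus 4 SD, starting fluorescence ratio at most library mean plus 5 SD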;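 further: more negative B-score means stronger inhibition of thallium flux through KCNK3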
KCNQ1 block = blocks the human KCNQ1 potassium channel; B-score at 10 µM; CHO-K1 KCNQ1, FluxOR thallium flux fluorescence; active compounds read high; P51787; 310,000 tested, 1.3% active;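 active means compounds whose thallium flux B-score, printed positive for inhibition, exceeds three library SD while starting fluorescence stays within three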;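 further: channel opened by potassium depolarization with thallium stimulus after 20 min compound exposure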
KCNK9 block = inhibitors of human KCNK9 two-pore domain potassium channel | HEK293 KCNK9, FluxOR thallium flux fluorescence; active compounds read low | B-score at 10 µM | 310,000 tested, 1.2% active | AID 488922;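 active means ratio B-score over 3 SD below the library mean, with starting fluorescence within 5 SD of its mean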;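 further: negative B-score means less thallium flux so channel inhibition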
ANO1 block = mouse TMEM16A channel inhibition, primary screen. HEK293 TMEM16A/YFP iodide influx fluorescence, ionomycin. normalized B-score (activity score, 25-100; higher = stronger inhibition) at 10 µM. 310,000 tested, 1.2% active. AID 588511;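 active means ratio plate-corrected score three or more library SD toward inhibition, starting fluorescence score within five deviations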;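 further: score derived from kinetic fluorescence span divided by baseline fluorescence per well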
RGS4 inh = human RGS4 inhibition; HEK293 M3R/RGS4 inducible, Fluo-4 calcium flux; active compounds read high; triggered by carbachol at its EC20; B-score at 10 µM; 310,000 tested, 0.45% active; AID 463165;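 active means B-score, a plate-corrected calcium signal, over three deviations above library mean, with baseline fluorescence within five deviations of library mean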;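 further: RGS4 expression induced by doxycycline in cells with stable M3 receptor; B-score is computed from the integrated fluorescence ratio over baseline after carbachol; higher B-score means a larger calcium signal and so more RGS4 inhibition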
RGS4 act = RGS4 potentiation or activation; B-score at 10 µM; 310,000 tested, 0.92% active; HEK293 M3R/inducible RGS4, carbachol calcium flux Fluo4; active compounds read low;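 active means B-score of the integrated calcium signal more than 4 SD below the library mean, with starting fluorescence not abnormally high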;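 further: negative B-score means reduced calcium response which marks RGS4 activation or potentiation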
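Material: Inducible-RGS4 HEK293 cells carrying M3 receptor; also added: carbachol at ECmax as muscarinic agonist stimulus; incubation: compound preincubation 20 min at room temperature before agonist; signal: Fluo4-AM (2 µM) calcium-flux fluorescence, kinetic read; measure: integrated calcium ratio converted to B score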
KCNQ1 act = human KCNQ1 channel potentiation or activation. P51787. CHO-K1 KCNQ1, thallium flux FluxOR fluorescence; active compounds read high. B-score at 10 µM. 310,000 tested, 0.35% active. AID 2648;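 active means fluorescence ratio B-score, a plate-corrected score, at least three library SD, with initial intensity B-score within 5 SD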
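Assay system: stable KCNQ1 CHO-K1 line; medium: assay buffer, equal DMSO in all wells; timing: 90 min dye loading and 20 min compound exposure, both at room temperature; technique: kinetic FluxOR thallium fluorescence, 10-s 1-Hz baseline, 110-s post-stimulus read; read-out basis: B score of baseline-normalized fluorescence ratio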
TMEM16A act = activates or potentiates the mouse TMEM16A chloride channel; HEK293 TMEM16A/YFP-H148Q/I152L, iodide quench fluorescence; active compounds read low; B-score at 10 µM; Q8BHY3; AID 623877; 340,000 tested, 0.3% active;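 active means fluorescence-ratio B-score plate-corrected deviation score at least 3 library SD below zero, with starting fluorescence score within 5 deviations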;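 further: channel opened by trigger with iodide after compound preincubation; score built on the fluorescence ratio of max minus min over baseline; more negative score means more quench and so TMEM16A activation or potentiation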
SKKanGAS inh = SKKanGAS growth inhibition. S. pyogenes SKKanGAS, kanamycin growth, BacTiter-Glo, 6 h. AID 1662. 300,000 tested, 1.3% active. inhibition, % at 7.5 µM;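 active means mean replicate score, as percent of positive control median, at least 50; inconclusive means mean below 50 but one replicate at or above 50; inactive means mean and every replicate below 50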;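 further: strain carries kanamycin resistance gene driven by streptokinase promoter and grows in 40 µg/ml kanamycin; loss of luminescence reflects streptokinase promoter inhibition or plain growth inhibition; 0% = median of DMSO wells and 100% = positive control at its reference dose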
hERG rescue = compounds protecting human hERG from proarrhythmic drug block; Q12809; CHO-hERG, FluxOR thallium flux, dofetilide IC70 present; activation (rescue from dofetilide block), less the hit threshold, % at 10 µM; 310,000 tested, 0.51% active;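 active means activation above the mean of controls blocked by dofetilide plus 5 SD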;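 further: thallium influx through hERG after potassium depolarization seen as dye fluorescence rise; in these data hits start at about 4.7%; inactives centre near -7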
Target sequence (Q12809 whole entry, looked up): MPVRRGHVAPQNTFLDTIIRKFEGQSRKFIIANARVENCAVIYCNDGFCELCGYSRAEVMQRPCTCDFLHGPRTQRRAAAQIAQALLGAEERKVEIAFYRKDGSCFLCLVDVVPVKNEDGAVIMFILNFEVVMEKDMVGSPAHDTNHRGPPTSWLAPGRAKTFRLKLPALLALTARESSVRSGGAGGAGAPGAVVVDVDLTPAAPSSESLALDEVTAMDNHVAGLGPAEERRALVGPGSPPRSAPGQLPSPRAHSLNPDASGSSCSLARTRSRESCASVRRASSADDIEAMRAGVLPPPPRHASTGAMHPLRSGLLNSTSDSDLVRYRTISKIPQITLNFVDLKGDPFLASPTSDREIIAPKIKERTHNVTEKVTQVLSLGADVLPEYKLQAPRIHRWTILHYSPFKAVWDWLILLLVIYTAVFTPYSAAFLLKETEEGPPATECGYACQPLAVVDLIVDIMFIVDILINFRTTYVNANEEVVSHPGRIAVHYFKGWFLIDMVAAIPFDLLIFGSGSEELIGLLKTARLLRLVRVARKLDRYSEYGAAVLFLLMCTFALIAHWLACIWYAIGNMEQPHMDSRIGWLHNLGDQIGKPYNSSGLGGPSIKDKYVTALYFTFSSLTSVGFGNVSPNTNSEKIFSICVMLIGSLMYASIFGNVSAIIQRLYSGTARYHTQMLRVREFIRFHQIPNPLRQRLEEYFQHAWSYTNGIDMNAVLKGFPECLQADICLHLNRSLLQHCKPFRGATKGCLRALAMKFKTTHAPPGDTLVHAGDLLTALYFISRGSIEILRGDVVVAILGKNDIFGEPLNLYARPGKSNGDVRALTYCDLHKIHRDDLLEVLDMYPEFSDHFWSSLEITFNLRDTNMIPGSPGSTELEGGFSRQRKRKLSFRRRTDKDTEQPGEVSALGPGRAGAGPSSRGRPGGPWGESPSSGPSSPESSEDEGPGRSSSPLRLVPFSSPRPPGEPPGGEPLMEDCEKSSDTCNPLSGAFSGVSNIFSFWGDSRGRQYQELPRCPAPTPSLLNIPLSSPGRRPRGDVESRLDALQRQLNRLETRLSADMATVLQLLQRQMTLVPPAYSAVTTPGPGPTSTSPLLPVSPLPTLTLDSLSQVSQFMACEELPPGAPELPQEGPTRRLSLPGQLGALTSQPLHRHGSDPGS
Starred values were filed as active, the others as inactive; i = inactive; ? = inconclusive; . = not tested or not shown.

SMILES | HDAC3 inhib | KCNK3 block | KCNQ1 block | KCNK9 block | ANO1 block | RGS4 inh | RGS4 act | KCNQ1 act | TMEM16A act | SKKanGAS inh | hERG rescue
O=C(CN1c2ccccc2Sc2ccccc21)NNC(=O)Nc1ccc(Cl)cc1 | 2.4 | i | i | i | i | i | i | i | i | 36.6 | -9.9
CCN(Cc1cc(=O)oc2cc(C)ccc12)c1ccccc1 | 0.4 | i | i | i | i | i | i | i | i | 10.8 | -6.0
CCOc1ccc2nc(NCCNC(=O)CC)c(C#N)cc2c1 | -10.2 | i | i | i | i | i | i | i | i | -7.1 | -8.5
CN(C)CCN(C(=O)C1CCCCC1)c1nc2cc3c(cc2s1)OCO3 | . | i | i | i | i | i | i | i | i | 2.6 | -8.8
Cc1cc(=O)oc(C)c1C(=O)NCc1ccco1 | -3.4 | i | i | i | i | i | i | i | i | 0.9 | -7.3
Cc1occc1C(=O)Nc1ccc([N+](=O)[O-])cc1Br | -1.2 | i | i | i | i | i | i | i | i | -0.2 | -5.7
COc1ccc(CCNC(=O)CSc2nn(-c3ccccc3)c(=S)s2)cc1OC | 0.0 | i | i | i | i | i | i | i | i | -7.8 | -10.9
CCNC(=O)C1CCCN1S(=O)(=O)c1ccc(C)cc1 (stereo not given) | -0.8 | i | i | i | i | i | i | i | i | -1.6 | -2.4
CCOP(=O)(c1ccccc1)C1(O)CCCCC1 (stereo not given) | -3.0 | i | i | i | i | i | i | i | i | -4.2 | -6.3
Cc1cc(Br)c(S(=O)(=O)NCCN2CCOCC2)cc1C | 10.0 | i | i | i | i | i | i | i | i | -0.3 | -7.7
Cc1ccccc1C(C(=O)NCc1ccccc1)N(Cc1ccco1)C(=O)c1ccccn1 (stereo not given) | 0.6 | i | i | i | i | i | i | i | i | -1.3 | -28.4
C/C(=N/NC(=O)c1cccs1)c1ccc(NC(=O)COc2ccc(Cl)cc2)cc1 | -2.3 | i | i | i | i | i | i | i | i | 5.1 | -5.0
CCN(CC)CCNC(=O)c1ccc(NC(=O)C2CCN(S(=O)(=O)c3ccc4c(c3)OCCO4)CC2)cc1 | 10.1 | i | i | i | i | i | i | i | i | -0.2 | -13.7
Cc1cccc(N2CCN(C(=O)CCCn3c(=O)[nH]c4ccsc4c3=O)CC2C)c1 (stereo not given) | 0.1 | i | i | i | i | i | i | i | i | 2.4 | -12.6
COc1ccc(-n2c(C)c(C(C)=O)c3cc(OCC(N)=O)ccc32)cc1 | 1.8 | i | i | i | i | i | i | i | i | 2.5 | -0.7
COC(=O)c1sccc1NC(=S)OC | -3.9 | i | i | i | i | i | i | i | i | -5.0 | -8.3
CCN(CC)C(=O)CSCC(=O)Nc1ccccc1 | 12.7 | i | i | i | i | i | i | i | i | -5.4 | -2.0
COc1ccc([C@H]2/C=C\CN(C(=O)C3CC3)[C@@H](C)C(=O)N2Cc2ccc(F)cc2)cc1 | -12.8 | i | i | i | i | i | i | i | i | 3.2 | -9.9
Cc1nn(C)cc1CN(C)C(=O)c1nn2c(c1Cl)NC(c1cccs1)CC2C(F)(F)F (stereo not given) | 0.3 | i | i | i | i | i | i | i | i | -9.3 | -13.1
CCOc1ccc(C(=O)N2CCN(S(=O)(=O)c3cccs3)CC2)c(OCC)c1 | 0.3 | i | i | i | i | i | i | i | i | -2.7 | -10.9
CCc1cc(-c2[nH]ncc2-c2ccc(OC)cc2)c(O)cc1O | 2.4 | i | i | i | i | i | i | i | i | -5.9 | -10.6
C(=N\Nc1ccccc1)/c1nc2ccccc2s1 | -7.7 | i | i | i | i | i | i | i | i | -16.2 | -9.4
COc1ccccc1Cn1c(C)nc2ccccc21 | 7.3 | i | i | i | i | i | i | i | i | 45.1 | -9.0
CCOc1ccc2oc(-c3ccccc3)c(C(=O)N(C)C)c2c1 | -21.9 | i | i | i | i | i | i | i | i | -12.9 | -2.5
N#Cc1c(N)nc2c(c1-c1ccccc1)CCCC2 | 1.7 | i | i | i | i | i | i | i | i | -5.8 | -9.9

Other entries:
SMILES | HDAC3 inhib | KCNK3 block | KCNQ1 block | KCNK9 block | ANO1 block | RGS4 inh | RGS4 act | KCNQ1 act | TMEM16A act | SKKanGAS inh | hERG rescue
CS(=O)(=O)c1ccc2nc(NC(=O)c3ccc(=O)[nH]c3)sc2c1 | 4.2 | i | i | i | i | i | i | i | i | -7.7 | -13.5
CSc1nc(Oc2ccc(C)cc2)cc(C(F)(F)F)n1 | -2.9 | i | i | i | i | i | i | i | i | -22.1 | -10.5
COc1ccccc1NC(=O)N1CCCC1C(=O)NCc1ccccc1F (stereo not given) | -0.1 | i | i | i | i | i | i | i | i | 2.5 | -10.6
CCOc1ccc(-n2c(SCC(=O)Nc3cc(C(=O)O)ccc3Cl)nc3ccccc3c2=O)cc1 | -6.8 | i | i | i | i | i | i | i | i | 23.6 | -7.2
O=C(Cc1ccc(-n2c(=S)[nH]c3ccccc3c2=O)cc1)N1CCN(c2ccccc2)CC1 | 3.8 | i | i | i | i | i | i | i | i | 3.4 | -6.2
Cc1ccc(CCN2C(=O)c3ccccc3C2C(=O)NCc2cccnc2)cc1 (stereo not given) | 7.8 | i | i | i | i | i | i | i | i | 1.0 | -9.3
CCc1cc2cc(C(=O)Nc3ccc(C)cc3)sc2s1 | 2.9 | i | i | i | i | i | i | i | i | 9.0 | -5.2
Nc1ccc2oc(-c3cccc(Br)c3)nc2c1 | -2.7 | i | i | i | i | i | i | i | i | -4.6 | -5.3
Cc1ccsc1/C=N/NC(=O)CNC(=O)c1ccco1 | 3.0 | i | i | i | i | i | i | i | i | . | -12.8
CCOc1cc(C(=S)N2CCN(C)CC2)ccc1OCC(=O)N1CCOCC1 | -1.8 | i | i | i | i | i | i | i | i | -2.4 | -10.5
Nc1nc2ccc([N+](=O)[O-])c(N)c2s1 | 4.5 | i | i | i | i | i | i | i | i | 3.4 | -12.6
CN1CCCN(Cc2nc(-c3cccc(C(F)(F)F)c3)no2)CC1 | 10.8 | i | i | i | i | i | i | i | i | -0.1 | -10.4
CC(C)CC(=O)Nc1ccnn1C1CCN(C(=O)c2ccccc2F)CC1 | 0.0 | i | i | i | i | i | i | i | i | 2.3 | -7.5
CC(C)(C)c1ccc(OCC(=O)N(c2ccccn2)C2CCCCC2)cc1 | -0.6 | i | i | i | i | i | i | i | i | -14.4 | -13.7
Cc1ccc(CNC(=O)CCS(=O)(=O)c2ccc3c(c2)NC(=O)CS3)cc1 | 5.8 | i | i | i | i | i | i | i | i | -5.3 | -4.0
COC(=O)c1cc(NC(=O)c2ccoc2C)cc(C(=O)OC)c1 | 0.1 | i | i | i | i | i | i | i | i | -11.9 | -8.8
CCn1c(SCC(=O)c2ccc3c(c2)Cc2ccccc2-3)nnc1-c1ccc(N)cc1 | 3.3 | i | i | i | i | i | i | i | i | 4.0 | -6.8
Nc1nonc1C(=Nc1ccccc1)NO | 1.1 | i | i | i | i | i | i | i | i | -1.3 | -8.4
Cc1ccc(C2C(C#N)=C(N)Oc3n[nH]c(C)c32)cc1 (stereo not given) | 3.5 | i | i | i | i | i | i | i | i | -0.7 | -9.5
C/C(=N\NC(=O)c1cccc(S(=O)(=O)N2CCOCC2)c1)c1ccc(OC(F)F)cc1 | . | i | i | i | i | i | i | i | i | 2.4 | -5.1
COc1ccccc1CNC(=O)c1cc(C(=O)CC(C)C)c[nH]1 | -3.8 | i | i | i | i | i | i | i | i | -4.6 | -8.4
O=C(c1ccncc1)N1CCN(S(=O)(=O)c2ccc(F)cc2)CC1 | 2.1 | i | i | i | i | i | i | i | i | -1.5 | -9.8
CC(=O)NC(=S)Nc1cc(C(F)(F)F)ccc1N1CCOCC1 | 5.7 | i | i | i | i | i | i | i | i | -8.5 | -4.5
COc1ccc(/C=N/NC(=O)c2nnn(-c3nonc3N)c2CN(C)c2ccccc2)cc1 | -10.6 | i | i | i | i | i | i | i | i | 11.6 | -7.7
COc1cccc(/C=C/C(=O)c2ccc(NS(=O)(=O)c3ccc(C)cc3)cc2)c1 | -4.3 | i | i | i | i | i | i | i | i | 16.1 | -8.6

Next structures follow.
SMILES | HDAC3 inhib | KCNK3 block | KCNQ1 block | KCNK9 block | ANO1 block | RGS4 inh | RGS4 act | KCNQ1 act | TMEM16A act | SKKanGAS inh | hERG rescue
CC(C)c1ccc(N(C(=O)C(F)(F)F)C(C(=O)NC2CCCCC2)c2ccncc2)cc1 (stereo not given) | . | i | i | i | i | i | i | i | i | 5.2 | -9.7
CC(C)[C@H](NC(=O)N1CCn2c1nc1ccccc12)C(=O)N[C@H](Cc1ccccc1)C(=O)O | -5.1 | i | i | i | i | i | i | i | i | 0.9 | -7.7
COC(=O)c1cccc(NC(=O)Cn2cnc3ccccc3c2=O)c1 | ? | i | i | i | i | i | i | i | i | -8.9 | -14.8
O=C(c1ccc2c(c1)OCO2)N1CCN(c2ccccc2F)CC1 | 8.2 | i | i | i | i | i | i | i | i | -0.9 | -6.2
O=C(CNC(=O)c1ccncc1)N/N=C/c1ccc(Br)cc1 | -4.6 | i | i | i | i | i | i | i | i | -9.3 | -9.1
Cc1sc(NC(=O)/C=C/c2ccc3c(c2)OCO3)nc1-c1ccccc1 | 1.5 | i | i | i | i | i | i | i | i | 19.8 | -8.2
CCOC(=O)c1ccc(NC(=O)CCc2nc(-c3ccc(C)cc3)no2)cc1 | 11.9 | i | i | i | i | i | i | i | i | 22.8 | -8.5
CCOC(=O)c1c(NC(=O)CCC(=O)O)sc2c1CCCCC2 | 10.6 | i | i | i | i | i | i | i | i | 12.8 | -1.4
CCOC(=O)c1ccc(NC(=O)c2c(NCc3ccccc3)[nH]c(=O)[nH]c2=O)cc1 | -4.6 | . | i | i | i | i | i | i | . | 14.0 | -4.2
COc1ccc(CCN2CC(C(=O)NCCCn3nc(C)cc3C)CCC2=O)cc1 (stereo not given) | -1.3 | i | i | i | i | i | i | i | i | -0.9 | -6.0
CN(c1ccc(C(=O)Nc2ccc3c(c2)OCO3)cc1)S(C)(=O)=O | 2.9 | i | i | i | i | i | i | i | i | 3.5 | -12.5
Nn1cnnc1SCC(=O)Nc1ccc(C2CCCCC2)cc1 | -3.9 | i | i | i | i | i | i | i | i | -0.5 | -3.0
COc1cc2c(cc1OC)C(c1ccc3c(c1)OCO3)CC(=O)N2 (stereo not given) | 6.4 | i | i | i | i | i | i | i | i | -4.4 | -4.8
Cc1ccc(S(=O)(=O)N[C@H](C(=O)OCC(=O)NC(=O)Nc2ccc3c(c2)OCCO3)C(C)C)cc1 | 4.8 | i | i | i | i | i | i | i | i | 5.6 | -7.1
CCOc1cc(C2C(C#N)=C(N)Oc3n[nH]c(-c4ccccc4)c32)ccc1O (stereo not given) | 6.7 | i | i | i | i | i | i | i | i | 3.7 | -10.2
Cc1cc2c(C)ccc(C)c2nc1SCC(=O)c1cccs1 | 1.9 | i | i | i | i | i | i | i | i | 31.8 | -11.2
